# Screening results (PubChem BioAssay)
# CBFb RUNX1 block: qHTS Assay for Compounds Blocking the Interaction Between CBF-beta and RUNX1 for the Treatment of Acute Myeloid Leukemia; Runt-related transcription factor 1 (Homo sapiens) + Core-binding factor subunit beta …; AlphaScreen CBFb-His/RUNX1-biotin binding, biochemical; Potency, µM (highest dose often 59.8 µM), inactives show at the top dose activity, negative = inhibition, actives largely listed as inhibitors; 230,000 tested, under 10 active; also: % of control where 0% means no effect
# Target sequence (Q01196 whole entry, looked up): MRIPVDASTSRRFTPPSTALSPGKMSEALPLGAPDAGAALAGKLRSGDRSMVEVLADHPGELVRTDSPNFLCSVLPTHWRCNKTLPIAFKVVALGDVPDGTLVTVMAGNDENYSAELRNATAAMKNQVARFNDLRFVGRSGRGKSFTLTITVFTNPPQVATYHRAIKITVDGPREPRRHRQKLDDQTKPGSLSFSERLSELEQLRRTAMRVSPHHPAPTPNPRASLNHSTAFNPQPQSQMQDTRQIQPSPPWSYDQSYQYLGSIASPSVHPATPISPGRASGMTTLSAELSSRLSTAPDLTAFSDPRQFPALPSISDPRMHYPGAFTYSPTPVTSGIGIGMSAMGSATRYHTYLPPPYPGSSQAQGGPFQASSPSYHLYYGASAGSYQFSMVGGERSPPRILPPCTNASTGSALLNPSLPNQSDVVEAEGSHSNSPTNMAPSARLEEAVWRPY
# Target sequence (Q13951 whole entry, looked up): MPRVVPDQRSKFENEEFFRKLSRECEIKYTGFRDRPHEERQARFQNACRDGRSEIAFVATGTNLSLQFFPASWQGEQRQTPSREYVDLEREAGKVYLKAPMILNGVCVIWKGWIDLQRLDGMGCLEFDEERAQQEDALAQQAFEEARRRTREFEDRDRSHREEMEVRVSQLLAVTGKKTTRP
#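 Compounds were screened at multiple concentrations against a preformed CBF-beta(His)/RUNX1(biotin) complex (30 nM of each) for 15 min at room temperature, followed by 90 min with nickel and streptavidin beads and AlphaScreen reading.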
# IMPase Li cell: qHTS Assay for Identifying the Cell-Membrane Permeable IMPase Inhibitors: Potentiation with Lithium; CHO-M1 cells, IP1 TR-FRET (IP-One), carbachol + lithium; Potency, µM (doses to about 59.4 µM), without a hit: at the top dose activity, negative = IMPase inhibition, actives largely listed as inhibitors; 210,000 tested, 0.35% active;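 also: IP1 builds up when IMPase is blocked and the TR-FRET signal falls; potency is read from the fitted curve at half-maximal effect; plate controls were basal vehicle for no effect and high inhibitor control for full effect; nearly all actives have a fitted effect of over 50% in size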
#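 IP1 accumulation measured by competitive TR-FRET in lysed CHO-M1 cells after 30 min compound exposure at 37C, with a small lithium addition to potentiate weak responses. Hill-equation AC50 from ratio and donor-channel data.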
# Epigenetic reg: Quantitative High-Throughput Screen for Regulators of Epigenetic Control; murine LDR cells, GFP reporter derepression, 30 h; Potency, µM (highest dose often 53.9 µM), inactives show at the top dose GFP activation, usual class: activators; 280,000 tested, 0.2% active; AID 1865, 2009; also: potency is read from the fitted curve at half-maximal effect; % of control where 0% means no effect; nearly all actives have a fitted effect of over 60% in size
#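 GFP-positive cell count by laser-scanning cytometry (objects 20–120 um) after 30 h, 37 C compound exposure of murine LDR cells; reporter is CMV-GFP integrated at a silenced locus, inducible by HDAC or DNMT inhibitors.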
# HttQ103 aggreg: qHTS Multiplex Assay to Identify Dual Action Probes in a Cell Model of Huntington: Aggregate Formation (GFP); PC12 HttQ103-GFP aggregates, Acumen cytometry, 40 h; Potency, µM (doses to about 46.1 µM), for inactives: at the top dose activity change, negative = inhibition, hits mostly inhibitors; 220,000 tested, 1.1% active; AID 1688, 2009; also: potency is read from the fitted curve at half-maximal effect; % is scaled to controls: 0 for no effect and ±100 for the full control effect; nearly all actives have a fitted effect of over 60% in size
#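 Read-out: GFP aggregate count by laser scanning cytometer (488 nm excitation, 500-530 nm emission, 1–25 µm objects >6 SD above background). Cells: PC12, inducible HTTex1-Q103-GFP, 100 nM tebufenozide; compounds titrated.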
# LMNA splice mod: qHTS Assay for Modulators of Lamin A Splicing. HeLa LMNA splicing GFP/RFP minigene ratio, 48 h. Potency, µM (series often up to 46.1 µM), for inactives: top-dose ratio change, negative = inhibition, usual class: inhibitors. 200,000 tested, 0.01% active. AID 1487, 2009; active = well fitted inhibition curve with a large enough effect in the signal ratio, with a control signal flat, not every such curve was filed as active; inconclusive = small, poorly fitted or top-dose-only effect, or effect the other way, or a change in a side signal; the % refers to the signal ratio; also: potency is read from the fitted curve at half-maximal effect; % is scaled to controls: 0 for no effect and ±100 for the full control effect
#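 Read-out is the ratio of GFP to DsRed2 object intensity, acquired by 488 nm laser-scanning cytometry on HeLa lamin A-EGFP minigene reporter cells. Compound incubation 48 hrs at 37 °C in Opti-MEM with 2% FBS; DMSO 0.5% final.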
# NPSR antag: qHTS Assay for Antagonists of the Neuropeptide S Receptor: cAMP Signal Transduction | 220,000 tested, 1% active | Potency, µM (titrated, usually from 38.3 µM), for inactives: at the top dose activity change, negative = inhibition, actives largely listed as inhibitors | Q6W5P4 | CHO-NPSR cells, cAMP TR-FRET, antagonist mode; also: potency is read from the fitted curve at half-maximal effect; % is scaled to controls: 0 for no effect and ±100 for the full control effect; nearly all actives have a fitted effect of over 50% in size; many of its hits are not listed in these tables
# Target sequence (Q6W5P4 whole entry, looked up): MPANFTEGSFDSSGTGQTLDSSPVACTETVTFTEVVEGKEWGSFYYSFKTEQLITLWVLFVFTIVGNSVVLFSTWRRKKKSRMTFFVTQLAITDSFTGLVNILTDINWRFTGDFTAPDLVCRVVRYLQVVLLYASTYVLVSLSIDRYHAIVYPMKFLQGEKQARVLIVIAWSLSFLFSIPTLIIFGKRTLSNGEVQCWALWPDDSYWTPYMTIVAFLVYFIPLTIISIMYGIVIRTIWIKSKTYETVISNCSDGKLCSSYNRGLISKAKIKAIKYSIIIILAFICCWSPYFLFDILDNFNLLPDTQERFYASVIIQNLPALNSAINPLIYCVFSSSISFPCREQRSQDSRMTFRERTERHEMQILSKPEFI
# KinaseGlo FLuc: Counterscreen for Luciferase (Kinase-Glo TM) Inhibition | Kinase-Glo luciferase, ATP luminescence, 8 min | Potency, µM (doses to about 38.3 µM), for inactives: at the highest dose activity change, negative = inhibition, most hits filed as inhibitors | 200,000 tested, 0.28% active; also: potency is read from the fitted curve at half-maximal effect; % is scaled to controls: 0 for no effect and ±100 for the full control effect; nearly all actives have a fitted effect of over 60% in size
#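 Kinase-Glo luciferase light output from ATP and luciferin was measured with 10 uM ATP, within the enzyme's linear range. Buffer: 50 mM imidazole pH 7.2, 50 mM KCl, 7 mM MgCl2, 0.01% Tween 20, 0.05% BSA; luminescence read after 8 min at ambient temperature.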
# * hit, by the source's call; u = inconclusive; x = no result given; [ ] = remark or other dose. Unless noted, calls follow the shape of the dose curve; as a rule, active = well fitted curve in the direction sought with a large enough effect; inconclusive = small, poorly fitted or top-dose-only effect, or another doubt; inactive = no such curve, though single readings can be large; an effect the other way counts as inactive or inconclusive. These rows are one share of the data; rates above refer to the full screens.
SMILES,CBFb RUNX1 block,IMPase Li cell,Epigenetic reg,HttQ103 aggreg,LMNA splice mod,NPSR antag,KinaseGlo FLuc
O=c1/c(=C/c2ccc(O)cc2)sc2n1CCCN=2,5.7%,x,-1.0%,3.4%,4.9%,-12.0%[46.1 µM],x
Cc1cc(=O)oc2cc(NS(=O)(=O)c3ccccc3)ccc12,0.4%,x,-0.2%,10.7%[9.22 µM],x,41.7%,x
Cc1cc(N(C)C)c(C#N)c(N2CCOCC2)n1,-0.1%,x,-5.9%,-11.6%,-3.1%,1.7%[46.1 µM],x
O=C(O)c1ccccc1N/N=C/c1c(Sc2nnnn2-c2ccccc2)nc2ccccn2c1=O,-12.3%,x,u,-22.9%[9.22 µM],u,27.8%,x
CCCCN(C)c1c(N2CCC(C(=O)OCC)CC2)c(=O)c1=O,9.4%,x,0.2%,4.5%[9.22 µM],x,-1.7%,x
Cc1cc(C)c(S(C)(=O)=O)c(N(C)N)n1,6.9%,2.9%,-0.4%,-5.0%,16.2%[46 µM],1.3%,-1.0%
CCN(CC)C1CCN(c2nc3nonc3nc2NCCOC)C1 (configuration not stated),0.6%,13.5%,-0.5%,-13.2%[9.22 µM],3.4%[46 µM],-5.9%,-2.9%
O=S(=O)(NCc1ccccn1)c1ccc(F)cc1,4.0%,0.7%[38.3 µM],-0.7%,18.8%,5.6%,10.5%[46.1 µM],-2.3%
CC(Cl)C(=O)Nc1cc(C(F)(F)F)ccc1N1CCOCC1 (configuration not stated),-14.3%,4.8%,-1.8%,-1.0%,x,-14.9%,-1.4%
CCN(C(=S)NCCOC)c1cccc2ccccc12,-0.3%,u,-0.1%,10.0%,x,-2.2%,2.4%
COc1ccccc1CNC(=O)CN(Cc1ccc(Cl)cc1)S(C)(=O)=O,-9.0%,9.5%,4.5%,3.3%[9.22 µM],13.9%[46 µM],7.3%,0.4%
Cc1cccc(NC(=S)N/N=C/c2ccc([N+](=O)[O-])s2)c1,u,9.2%[38.3 µM],11.0%,u,u,-11.5%[46.1 µM],-1.7%

# 3 compounds already listed, arranged by the number in CBFb RUNX1 block, descending:
smiles	CBFb RUNX1 block
O=S(=O)(NCc1ccccn1)c1ccc(F)cc1	4.0%
CCN(C(=S)NCCOC)c1cccc2ccccc12	-0.3%
O=C(O)c1ccccc1N/N=C/c1c(Sc2nnnn2-c2ccccc2)nc2ccccn2c1=O	-12.3%

# The list continues:
SMILES,CBFb RUNX1 block,IMPase Li cell,Epigenetic reg,HttQ103 aggreg,LMNA splice mod,NPSR antag,KinaseGlo FLuc
Clc1ccccc1CN(Cc1ccccc1)C(c1cccs1)c1nnnn1C1CCCC1 (configuration not stated),1.6%,-7.3%[38.3 µM],-0.7%,-28.0%,u,u,-2.9%
FC(F)Sc1ccc(NC(=S)NCc2ccccc2)cc1,17.7%,23.5%,-2.6%,-14.0%,u,-30.0%,2.9%
COc1ccc(C(=O)NC(=S)NNC(=O)c2cnccn2)cc1OC,x,10.2%,0.0%,u,u,-4.4%[46.1 µM],3.7%
O=c1[nH]c2ccccc2nc1NCCN1CCOCC1,2.9%,25.6%[38.3 µM],2.9%,2.0%,7.5%,12.5%[46.1 µM],-0.6%
CCN(CC)C(=O)C(=O)c1cccn1-c1cccc(-n2cccc2C(=O)C(=O)N(CC)CC)c1C#N,-1.8%,25.8%[38.3 µM],-3.5%,-6.5%,13.7%,-10.3%[46.1 µM],15.4%
CCN(CC)C(=O)CSc1nnc(CNc2ccc(F)cc2)n1Cc1ccco1,-3.1%,11.6%[38.3 µM],0.0%,-27.5%,-9.6%,-6.5%[46.1 µM],4.8%
COC(=O)c1cc(OC)c(OC)cc1NC(=S)N1CCN(Cc2ccccc2)CC1,6.1%,1.7%,-2.2%,4.0%,-7.7%,-15.2%[46.1 µM],3.7%
O=C(Oc1c(CN2CCOCC2)cc(Cl)c2cccnc12)c1cccs1,u,27.6%,u,1.26µM*,u,u,0.5%
Cc1ccc(C)c(/C=N/NC(=S)NCCc2ccccc2)c1,2.0%,36.5%[activator][38.3 µM],-2.5%,10.4%,15.4%,u,-6.5%
CCN(CC)C(=O)CSc1ncnc2c1cnn2Cc1ccccc1,8.4%,13.4%[38.3 µM],1.4%,-2.2%,u,-5.1%[46.1 µM],0.8%
COc1ccc(Cl)cc1S(=O)(=O)N1CCC(O)(c2ccc(Cl)cc2)CC1,-0.4%,x,10.1%,-3.7%[9.22 µM],x,-6.2%,x
O=C(CC1C(=O)NCCN1Cc1ccc(-c2ccccc2)cc1)NCCc1ccccn1 (configuration not stated),-7.2%,3.5%,2.5%,4.1%[9.22 µM],u,-4.3%,5.0%
Cc1cc(C(=O)CN2C(=O)NC(C)(CC(C)C)C2=O)c(C)n1-c1ccc2c(c1)OCO2 (configuration not stated),-22.5%,1.6%,0.0%,-13.7%,-15.6%,-16.6%[46.1 µM],-0.1%
CC(=O)Nc1ccc(C2=NN(c3ccccc3)C(c3cccs3)C2)cc1 (configuration not stated),u,u,7.0%,-12.4%,7.4%[46 µM],-20.4%,3.0%
Cc1nn(C)c(C)c1NC(=O)CSc1nc(C2CC2)nc2c1cnn2-c1ccccc1,0.4%,-9.5%[38.3 µM],-1.1%,-2.1%,4.8%,-4.3%[46.1 µM],-1.8%
CN(C)c1ccc(/C=C/C=C2/SC(=S)N(c3ccccc3)C2=O)cc1,x,8.1%[38.3 µM],5.6%,-11.2%,-13.7%,u,u
Cc1ccc(S(=O)(=O)CC(=O)Nc2c(C)n(C)n(-c3ccccc3)c2=O)cc1,6.5%,-3.3%,1.1%,8.5%,8.5%[46 µM],10.3%,0.6%
C=CCC1(O)C(=O)Nc2ccccc21 (configuration not stated),5.4%,9.3%,-3.3%,-4.3%,5.4%,-5.7%[46.1 µM],0.8%
O=C(c1ccccn1)C1CCCN(Cc2nc(Cc3cccc(F)c3)no2)C1 (configuration not stated),-2.3%,x,1.0%,7.4%[9.22 µM],x,20.3%,x
CCN(C(=O)CN1CCN(c2ccccc2F)CC1)c1c(N)n(Cc2ccccc2)c(=O)[nH]c1=O,14.4%,-1.9%,2.5%,20.8%,4.9%[46 µM],6.9%,0.3%
COc1ccc(C2CCCN2C(=S)Nc2c(C)cccc2C)cc1OC (configuration not stated),-5.0%,-4.6%,1.1%,7.7%,x,7.4%,x
CCn1c(=N)c(C(=O)NCCCOC)cc2c(=O)n3cccc(C)c3nc21,-12.3%,0.6%[38.3 µM],-1.0%,-2.9%,u,-6.6%[46.1 µM],-5.2%
COCCn1c(Cc2ccccc2)nnc1SCC(=O)N(C)C,1.9%,-2.3%[38.3 µM],-0.7%,0.0%,3.6%,4.7%[46.1 µM],-1.9%
C=CCN=C(CC)C1=C(O)CCCC1=O,5.2%,x,-1.8%,18.1%,u,2.4%[46.1 µM],x
COc1ccc2c(c1)CC/C2=N\OC(=O)c1cccc(C)c1,7.4%,4.5%,0.0%,4.9%,12.7%,-31.0%,-10.7%
CN(C)S(=O)(=O)c1cccc(N=C2SCCN2Cc2ccccc2)c1,24.1%,x,0.0%,-13.9%[9.22 µM],x,-34.2%,x
CCC(=O)NCCc1nc2cc(NC(=O)c3ccccc3OC)ccc2n1C,2.6%,22.4%[38.3 µM],-3.6%,-9.7%,-1.9%,0.0%[46.1 µM],-8.3%
Cc1nc2ccc(S(=O)(=O)N(C)CC(=O)N3CCc4ccccc4C3)cc2s1,2.3%,15.3%[38.3 µM],0.1%,-27.5%,u,-5.8%[46.1 µM],1.2%
COC(=O)C[C@H]1c2ccccc2[C@H]2C(=C[C@@H](C)[C@H]3C(=O)N(O)C(=O)[C@H]32)N1C(=O)OC,-0.7%[13.1 µM],0.9%,x,x,u,x,-2.8%[7.66 µM]
O=C(Cc1ccccc1)Nc1ccc(SC(F)F)cc1,16.4%,0.6%,0.0%,-1.0%,u,0.4%[46.1 µM],-1.7%
Cc1ccccc1Nc1nc(-c2sc(NC(=O)c3ccccc3)nc2C)cs1,-17.2%,9.6%[38.3 µM],-2.1%,1.4%,7.0%,-5.8%[46.1 µM],-8.4%
COc1ccc2nc(N3CCC(C)CC3)c(C#N)cc2c1,u,20.4%[38.3 µM],u,u,-5.3%,-1.3%[46.1 µM],2.5%
Cc1nc(Oc2ccc(S(=O)(=O)N3CCOCC3)cc2Cl)c2c3c(sc2n1)CCCC3,-7.4%,7.4%,-1.5%,-3.1%,u,-46.6%,0.2%
COc1ccc(/C=C/c2ccncc2)cc1OC,9.5%,4.6%,-2.0%,3.9%,-17.4%,-8.4%[46.1 µM],-10.5%
Cn1c(=O)c2c(nc(N3CCCCCC3)n2CC(=O)c2ccccc2)n(C)c1=O,1.4%,0.8%[38.3 µM],-1.7%,5.4%[9.22 µM],5.1%,-0.2%[46.1 µM],-0.8%
Cc1cccc(OCCC(=O)N(C)CC(=O)Nc2cccc3ccccc23)c1,7.2%,0.0%,-1.0%,-11.2%,-16.7%,10.4%,3.2%

# HttQ103 aggreg: hit marks shown above
SMILES | CBFb RUNX1 block | IMPase Li cell | Epigenetic reg | HttQ103 aggreg | LMNA splice mod | NPSR antag
O=C(Oc1c(CN2CCOCC2)cc(Cl)c2cccnc12)c1cccs1 | u | 27.6% | u | 1.26µM* | u | u

# (next part)
SMILES,CBFb RUNX1 block,IMPase Li cell,Epigenetic reg,HttQ103 aggreg,LMNA splice mod,NPSR antag,KinaseGlo FLuc
COc1ccccc1C/C(N)=N/O,-22.5%,1.9%,-2.8%,-6.9%,u,20.1%,-7.2%
N/C(=N\OC(=O)c1ccco1)c1ccc(Cl)cc1,0.0%,3.3%,-2.8%,-6.9%[9.22 µM],x,-1.8%,-8.0%
O=C(CSc1ncn[nH]1)Nc1nc(-c2ccccc2)ns1,-6.2%,24.2%[38.3 µM],-3.0%,22.4µM*,0.8%,-28.4%[46.1 µM],1.4%
Cc1ccccc1NC(=O)c1cc(N)ccc1N1CCCCC1,-19.3%,-3.6%,0.9%,10.9%,-2.2%,-26.0%[46.1 µM],3.2%
CN(C)S(=O)(=O)Nc1ccc(NS(=O)(=O)N(C)C)c(S(=O)(=O)c2ccccc2)c1,6.2%,-1.5%[38.3 µM],0.8%,10.1%,3.8%,0.7%[46.1 µM],-3.2%
